Screening results deposited in PubChem BioAssay by several laboratories.
LYP inhibition – LYP phosphatase inhibitors, primary screen, biochemical, DiFMUP fluorescence, recombinant catalytic domain, 10 µM (AID 606). recombinant LYP catalytic domain, DiFMUP fluorescence; higher % means a stronger effect. 52,000 tested, under 10 active. one-dose inhibition, % at 10 µM; IC50 in µM for titrated hits;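 active = IC50 under 40 µM in the dose-response test; inactive = IC50 of 40 µM or more, or never dose-tested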
PMK inhibit – inhibitors of Streptococcus pneumoniae phosphomevalonate kinase. purified PMK, PK/LDH-coupled NADH absorbance 340 nm. inhibition, % at 10 µM. actives 0.49% (n = 65,000). AID 539;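 active = top-ranked compounds by inhibition in the single 10 µM screen, taking a fixed number of the strongest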;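 also: 0% = full reaction with DMSO carrier and 100% = background rate without enzyme reaction; no value below 0 was filed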
MK inhibit – S. pneumoniae mevalonate kinase inhibition | purified MK, PK/LDH-coupled NADH absorbance 340 nm | inhibition, % at 10 µM | actives 0.48% (n = 65,000) | AID 555;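 active = ranked among the strongest by inhibition in the single 10 µM screen, a fixed top-ranked set picked for dose follow-up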; also: no value below 0 was filed
HPDE-C7K KRASV12 – viability loss of HPDE-C7K cells – cell-based, fluorescence, HTS, primary screen (AID 431) | HPDE-C7K KRASV12 cells, Alamar Blue viability, 48 h; higher % means a stronger effect | cytotoxicity, % at 10 µM, or EC50 in µM where a hit was titrated | actives 1.7% (n = 63,000);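 active = compounds whose percent cytotoxicity in the single-dose primary screen, scaled between solvent and toxic-drug controls, exceeds 50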;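 also: 0% = DMSO solvent wells and 100% = doxorubicin-treated wells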
DPM-DC inhibit – S. pneumoniae DPM-DC inhibition; purified DPM-DC, PK/LDH coupled NADH fluorescence; calls only at 10 µM; actives 0.49% (n = 65,000);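 active = the 320 compounds with the highest percent inhibition in the single-dose primary screen, excluding strongly autofluorescent ones, cut at about 32% in these data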;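 also: kinetic rate of NADH fluorescence loss reporting ADP formed by the decarboxylase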
Alkaline phosphatase – inhibition of tissue-nonspecific alkaline phosphatase – biochemical, luminescent (AID 518); purified TNAP enzyme, luminescent substrate readout; higher % means a stronger effect; inhibition, % at 20 µM, or IC50 in µM where a hit was titrated; actives 0.09% (n = 64,000); in the data active = a potency from the dose series; inactive = the rest, 99 in 100 with inhibition below about 22%;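 also: plate controls were vehicle for no effect and reference inhibitor for full effect; many of its hits are not listed in these tables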
HPDE-C7 cytotoxicity – cytotoxicity in HPDE-C7 cells, cell-based, fluorescence, HTS (AID 430). HPDE-C7 pancreatic duct cells viability, fluorescence; higher % means a stronger effect. cytotoxicity, % at 10 µM; hits with a dose series show EC50 in µM. actives 1.8% (n = 63,000);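 also: cells exposed to compound for 48 hours before viability readout; 0% = vehicle and 100% = reference cytotoxic drug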
HT1080 viability – HT1080 cell viability loss – fluorescence readout (AID 620). HT1080 viability, fluorescence; higher % means a stronger effect. cytotoxicity, % at 10 µM; hits with a dose series show EC50 in µM. actives 0.42% (n = 87,000);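 also: cells exposed to compound overnight then 4 h with Alamar Blue; 0% = vehicle DMSO and 100% = killing control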
Bfl-1 inhibitors – displacement of Bid BH3 peptide from Bfl-1 – biochemical, fluorescence polarization, FITC-Bid, mouse, primary screen (AID 432); displacement, % at 20 µM; hits with a dose series show IC50 in µM; actives 0.02% (n = 64,000); FITC-Bid BH3 peptide fluorescence polarization displacement; higher % means a stronger effect; in the data active = a potency from the dose series; inactive = the rest, 99 in 100 with displacement below about 15%; also: strong numbers were not always called active
PMK inhibit pilot replicates – second read-out of PMK inhibit, no call of its own (marks repeat the call); inhibition, %; measured here: pilot screen replicates
MK inhibit pilot replicates – further read-out of MK inhibit, marked with its call; inhibition, %; measured here: pilot screen replicates
DPM-DC inhibit pilot screen % – second read-out of DPM-DC inhibit, no call of its own (marks repeat the call); inhibition, %; measured here: pilot screen trials
Numbers without * were called inactive; i = inactive; · = not tested or not shown. Rule as the data show it, unless noted: active = cytotoxicity above about 50%; inactive = the rest.

SMILES	LYP inhibition	PMK inhibit	MK inhibit	HPDE-C7K KRASV12	DPM-DC inhibit	Alkaline phosphatase	HPDE-C7 cytotoxicity	HT1080 viability	Bfl-1 inhibitors	others
O=C1CC(N2CCC(c3nc4ccccc4s3)CC2)C(=O)N1 (stereo not given)	-2%	0	0	1%	i	4%	2%	1%	-8%
COc1cccc(C2C=C(c3ccc(Br)s3)Nc3ncnn32)c1OC (stereo not given)	-3%	14	6	-8%	i	10%	-9%	-5%	-3%
CSc1cccc(NC(=O)C2CCN(S(=O)(=O)c3ccc(F)cc3)CC2)c1	·	1	2	-1%	i	17%	9%	5%	1%	PMK inhibit pilot replicates=1.0;MK inhibit pilot replicates=0.0;DPM-DC inhibit pilot screen %=0.0
CCOC(=O)N1CCN(C(=O)Cn2ccc3ccccc3c2=O)CC1	-4%	2	8	2%	i	4%	-1%	5%	-5%
Cn1c(=O)[nH]c(=O)c2c1nc(CN1CCN(c3cccc(Cl)c3)CC1)n2CCc1ccccc1	10%	2	0	28%	i	10%	27%	-7%	-4%	PMK inhibit pilot replicates=4.0;MK inhibit pilot replicates=6.5;DPM-DC inhibit pilot screen %=3.0
O=C(CCCn1c(=O)c2ccccc2n(Cc2ccccc2)c1=O)NCc1ccco1	·	14	0	-4%	i	4%	-9%	·	1%
O=C(O)CCc1nn2c3ccccc3nc2n(CCN2CCCCC2)c1=O	1%	20	0	-2%	·	13%	-1%	0%	1%
C=CCn1c(SCC(=O)Nc2ccc3c(c2)OCO3)nnc1-c1ccccc1	4%	0	8	38%	i	5%	0%	22%	-3%
NC(=O)C1CCN(Cc2nc(-c3ccccc3)no2)CC1	3%	12	4	-20%	i	-13%	-35%	-8%	8%
CC(C)(C)NC(=O)c1ccc2nccnc2c1	16%	10	11	12%	i	13%	14%	5%	-10%
CCOc1ccc2nc(NC(=O)CSc3nc4ccccc4c(=O)n3Cc3ccco3)sc2c1	-17%	8	6	48%	i	12%	38%	20%	-3%	PMK inhibit pilot replicates=2.0;MK inhibit pilot replicates=0.0;DPM-DC inhibit pilot screen %=0.0
CC(C)CNC(=O)CN(C1CCCCC1)S(=O)(=O)c1ccccc1	8%	0	10	-8%	i	5%	0%	-3%	-3%
Cc1coc2cc3oc(=O)c4c(c3cc12)CCCC4	-13%	1	6	7%	i	11%	7%	3%	-9%
CCCn1c(C)nc2c(c1=O)c1nc3ccccc3nc1n2CCC1=CCCCC1	1%	0	10	16%	·	15%	0%	-5%	0%
COC(=O)C(NC(=O)c1ccccc1)(Nc1nccs1)C(F)(F)F (stereo not given)	-13%	0	6	-5%	i	7%	2%	4%	0%
CC(C)(C)c1ccc(OCc2nc(-c3ccccn3)no2)c(Br)c1	8%	0	4	12µM*	i	9%	11µM*	0%	5%
Cc1cc(C(=O)Nc2sc3c(c2C#N)CCC3)no1	10%	1	11	36%	i	2%	54%*	11%	-9%
O=C1Nc2ccc(Br)cc2C1(O)Cc1ccncc1 (stereo not given)	18%	12	9	-8%	i	1%	0%	-3%	6%
COC(=O)c1cc2occc2n1CC(=O)N(C)C1CCCCC1	-1%	11	4	-3%	i	4%	4%	-2%	0%
Cc1ccc(CS(=O)(=O)CCC(=O)NCCN2CCCC2)cc1	-7%	16	6	-9%	i	-3%	-12%	3%	-7%
CCOC(=O)C1CCN(C(=O)CNC(=O)OC(C)(C)C)CC1	·	15	6	-2%	i	13%	-3%	36%	-7%
CC12CCC(C(N)=O)(c3nc4ccccc4nc31)C2(C)C (stereo not given)	17%	4	2	-15%	i	6%	-8%	10%	-9%
COC(=O)COc1cccc(NS(=O)(=O)c2ccc(NC(C)=O)cc2)c1	-6%	0	10	-19%	i	2%	-16%	1%	3%
CCCN(CC1CC1)C(=O)Nc1ccccc1C	6%	4	0	2%	i	6%	-10%	4%	7%	PMK inhibit pilot replicates=7.0;MK inhibit pilot replicates=6.0;DPM-DC inhibit pilot screen %=1.5
CCCOC(=O)/C(C(N)=NCc1ccccc1)=C(\O)OCCC	-4%	0	4	5%	i	5%	-2%	6%	5%	PMK inhibit pilot replicates=2.5;MK inhibit pilot replicates=7.5;DPM-DC inhibit pilot screen %=4.0
O=C(COc1ccc(Cl)cc1)NCc1nnc(SCC(=O)c2ccccc2)o1	-2%	0	5	5%	i	9%	-8%	·	2%
Cc1cccc(NC(=O)CC2NC3CCCCC3NC2=O)c1 (stereo not given)	1%	17	0	-10%	i	10%	-16%	2%	-3%	PMK inhibit pilot replicates=4.0;MK inhibit pilot replicates=0.5;DPM-DC inhibit pilot screen %=3.5
CC1(C)CC(NS(=O)(=O)c2ccc(S(=O)(=O)N3CCOCC3)cc2)CCO1 (stereo not given)	-7%	18	0	-14%	i	9%	-7%	11%	3%
CCC1(COC(NC(=O)c2cccnc2)(C(F)(F)F)C(F)(F)F)COC1	17%	9	8	-13%	i	6%	-1%	-29%	2%
COc1ccccc1NC(=O)CSc1nc(O)cc(=O)n1C	7%	0	11	3%	i	13%	3%	12%	-9%
CCOCCCNC(=O)Cc1c(C(=O)O)[nH]c2ccc(Cl)cc12	-6%	0	5	4%	i	5%	-1%	-2%	-4%
O=C(Cn1cc2c(n1)CCCC2)Nc1ccccc1Br	3%	5	3	4%	i	8%	-6%	3%	4%
CCCNC(=O)NC1C(NC(=O)NCCC)N(C)C(=O)N1C (stereo not given)	8%	9	10	-17%	i	15%	-25%	2%	-8%	PMK inhibit pilot replicates=4.5;MK inhibit pilot replicates=2.0;DPM-DC inhibit pilot screen %=0.0
CC(C)CN(CC(C)C)C(=O)CS(=O)(=O)Cc1ccccc1	-7%	4	12	9%	i	16%	3%	6%	-3%	PMK inhibit pilot replicates=2.0;MK inhibit pilot replicates=0.0;DPM-DC inhibit pilot screen %=2.0
CC(C(=O)Nc1ccccn1)N1C(=O)C2C3C=CC(C3)C2C1=O (stereo not given)	·	·	8	-4%	i	18%	-6%	-8%	-5%
O=C1c2ccccc2C(=O)N1CCC(c1ccc(F)cc1)c1ccco1 (stereo not given)	3%	7	11	-9%	i	14%	-6%	-3%	-2%
CC1CC1C(=O)OCC(=O)NCc1ccccc1Cl (stereo not given)	11%	13	7	10%	i	-2%	-3%	0%	3%
CCCCCn1c(CNC(=O)COC)nc2ccccc21	6%	0	0	1%	i	4%	-1%	-2%	4%
CN(C)C(=S)c1ccc2ccccc2n1	-1%	0	10	-26%	i	4%	-15%	·	8%
Cn1nnnc1SCC(=O)Nc1ccc(Br)cc1Cl	2%	1	8	-8%	i	8%	-1%	4%	6%
Cc1ccc2cc(CN(Cc3ccc4c(c3)OCO4)Cc3nnnn3Cc3ccco3)c(=O)[nH]c2c1	10%	15	2	11%	i	7%	10%	12%	-6%
CCOC(=O)CNC(=O)CSc1nnnn1-c1ccc(C)c(C)c1	6%	0	2	-12%	i	7%	-4%	-7%	-9%
COc1ccccc1NC(=O)CSc1nnc(-c2ccccn2)n1Cc1ccco1	2%	1	2	·	i	10%	·	3%	-2%
Cc1ccc2cc(CCNC(=O)c3ccco3)c(=O)[nH]c2c1C	-1%	3	10	2%	i	10%	-3%	7%	2%
O=C(Nc1nccs1)c1nc(-c2ccccc2)n(-c2ccccc2)n1	·	6	0	76%*	i	9%	49%	15%	-11%

Random excerpt: 3 compounds from above, in no set order.
SMILES	LYP inhibition	PMK inhibit	MK inhibit	HPDE-C7K KRASV12	DPM-DC inhibit	Alkaline phosphatase	HPDE-C7 cytotoxicity	HT1080 viability	Bfl-1 inhibitors	others
CC(C(=O)Nc1ccccn1)N1C(=O)C2C3C=CC(C3)C2C1=O (stereo not given)	·	·	8	-4%	i	18%	-6%	-8%	-5%
O=C(Nc1nccs1)c1nc(-c2ccccc2)n(-c2ccccc2)n1	·	6	0	76%*	i	9%	49%	15%	-11%
Cc1ccc2cc(CN(Cc3ccc4c(c3)OCO4)Cc3nnnn3Cc3ccco3)c(=O)[nH]c2c1	10%	15	2	11%	i	7%	10%	12%	-6%

(cont.)
SMILES	LYP inhibition	PMK inhibit	MK inhibit	HPDE-C7K KRASV12	DPM-DC inhibit	Alkaline phosphatase	HPDE-C7 cytotoxicity	HT1080 viability	Bfl-1 inhibitors	others
N#Cc1nc(Cc2ccccc2)oc1N1CCN(c2cccc(Cl)c2)CC1	·	7	8	6%	i	8%	-15%	2%	4%
COc1cc(C)c(CNc2ccc(OC)c(OC)c2)cc1C	·	0	10	22%	i	-4%	15%	-9%	2%
CCOCCCNC(=O)c1cn(C)c(=O)c2cc(OC)c(OC)cc12	-14%	5	0	5%	i	3%	2%	6%	-9%
Cc1cccc(N2CCN(C(=O)C3CCCN(S(=O)(=O)c4cccc5cccnc45)C3)CC2)c1C (stereo not given)	-3%	20	10	24%	i	11%	-24%	-6%	-4%
c1ccc(C2C3=C(CCCC3)Nc3ncnn32)cc1 (stereo not given)	5%	8	1	-12%	i	8%	-12%	6%	-5%
CCOC(=O)CSC1=C(C#N)C(c2ccco2)C(C(=O)Nc2cccc(C(F)(F)F)c2)=C(C)N1 (stereo not given)	-12%	0	3	28%	i	10%	12%	4%	-5%
CCOc1ccccc1NS(=O)(=O)c1ccc(OC)c(OC)c1	·	12	5	-3%	i	8%	1%	7%	2%
COc1ccccc1N1CCN(C2=CC(=O)CCC2)CC1	·	0	10	6%	i	4%	-8%	2%	-2%
CCOC(=O)NCCc1c(C)nc2c(c(C)nn2C(C)(C)C)c1C	12%	4	7	2%	i	6%	2%	-10%	-9%
CCCCNC(=O)c1cc2c(=O)n3cccc(C)c3nc2n(Cc2ccccc2)c1=N	-6%	0	7	·	·	18%	·	19%	23%
COC(=O)c1cc2sccc2n1CC(=O)Nc1cc(OC)cc(OC)c1	·	6	5	-12%	i	2%	-7%	1%	-3%
COc1cccc2cc(C(=O)C3=C(O)C(=O)N(Cc4ccco4)C3c3cccnc3)oc12 (stereo not given)	3%	5	8	·	i	16%	·	-5%	0%
CCOCCCNC(=O)C1CCC(=O)N1CCc1ccccc1 (stereo not given)	-7%	13	5	24%	i	15%	12%	5%	2%	PMK inhibit pilot replicates=0.0;MK inhibit pilot replicates=0.0;DPM-DC inhibit pilot screen %=2.5
Cc1ccc2[nH]c3c(=O)n(CCN4CCNCC4)cnc3c2c1	19%	11	8	12%	i	4%	5%	5%	-1%
Cc1cc(NC(=O)Cn2cnc3c2c(=O)n(C)c(=O)n3C)n(-c2ccccc2)n1	1%	13	0	17%	i	10%	8%	1%	2%	PMK inhibit pilot replicates=2.5;MK inhibit pilot replicates=0.0;DPM-DC inhibit pilot screen %=6.5

Entries above that have a thiophene ring, fused or not, in the order listed:
SMILES	LYP inhibition	PMK inhibit	MK inhibit	HPDE-C7K KRASV12	DPM-DC inhibit	Alkaline phosphatase	HPDE-C7 cytotoxicity	HT1080 viability	Bfl-1 inhibitors	others
COc1cccc(C2C=C(c3ccc(Br)s3)Nc3ncnn32)c1OC (stereo not given)	-3%	14	6	-8%	i	10%	-9%	-5%	-3%
Cc1cc(C(=O)Nc2sc3c(c2C#N)CCC3)no1	10%	1	11	36%	i	2%	54%*	11%	-9%
COC(=O)c1cc2sccc2n1CC(=O)Nc1cc(OC)cc(OC)c1	·	6	5	-12%	i	2%	-7%	1%	-3%
